# Peg3 promoter: Peg3 promoter-driven luciferase inhibitors, primary screen, cell-based, HeLa, luciferase luminescence. actives 1.7% (n = 360,000). inhibition, % at 20 µM. HeLa PEG-Prom luciferase reporter, overnight;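 active = inhibition of at least 50% at 20 µM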
# KKLEB cytotox: cytotoxicity in KKLEB CF airway cells, primary screen, cytotoxicity control for CF NF-kB inhibitor project, cell-based, uHTS, fluorescence assay plates. KKLEB CF airway cells viability, ATPlite luminescence, overnight; active compounds read low; cells stimulated with P. aeruginosa culture filtrate. activity change (cytotoxicity), % at 5 µM. actives 0.36% (n = 360,000);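 active = corrected activity change at or below -50% at 5 µM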
# hiPSC survival: enhancers of single-cell hiPSC survival, primary screen, ATPlite luminescence. survival enhancement, % at 20 µM. 100% = ROCK inhibitor wells, 0% = DMSO. actives 0.044% (n = 360,000); in the data active = survival enhancement above about 18%;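 also: cells exposed to compounds for 16 hours before the ATP read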
# Shn3 3UTR inh: reduction of Shn3 3'UTR firefly luciferase signal, primary screen, Schnurri-3 inhibitor project, cell-based, Clone20 osteoblasts, set 2; Clone20 osteoblast Shn3 3'UTR firefly luciferase, 24 h; inhibition, % at 12.5 µM; actives 0.52% (n = 360,000); AID 588674, 2011;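 active = mean inhibition of at least 75% with every replicate also reaching 75%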;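 also: 0% = median of neutral control wells and 100% = pilot-screen positive control compound; some compounds past the cut are filed as inactive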
# aDG glyco act: activators of alpha-DG glycosylation, primary screen, uHTS, Pro5-aDG cells, AlphaScreen; alpha-DG glycosylation AlphaScreen (IIH6); 0% Pro5, 100% B10-LARGE cell signal; activation, % at 10 µM; actives 0.22% (n = 360,000); AID 624168, 2012;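 active = activation of at least 8% versus controls, or a plate z-score of at least 8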;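 also: Pro5 are CHO cells carrying HIG-tagged alpha-DG that lacks glycosylation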
# CF NFkB inh: inhibitors of PAF-induced NF-kB signaling, primary screen, cell-based, GFP fluorescence, uHTS; KKLEB NF-kB-GFP reporter, GFP fluorescence overnight; inhibition, % at 5 µM; actives 0.86% (n = 360,000); AID 588850, 2011;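 active = at least 50% inhibition at 5 µM, scaled per plate between neutral and stimulator controls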;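 also: PAF is a Pseudomonas aeruginosa culture filtrate used as stimulus; plate controls were PAF-stimulated DMSO wells for no effect and unstimulated DMSO wells for full effect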
# NR2E3 ag-1: NR2E3 agonists in two-hybrid cells, primary screen, cell-based, luminescence, CHO-S, Gal4-NCOR/VP16-NR2E3. Photoreceptor-specific nuclear receptor (Homo sapiens), Q9Y5X4. luciferase. inhibition of corepressor binding, % at 3.98 µM. actives 0.35% (n = 360,000). AID 602229, 2012;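 active = inhibition above the mean of all tested compounds plus 3 SD, cut at about 70% in these data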;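 also: 0% = DMSO with NR2E3 transfected cells and 100% = cells lacking NR2E3 construct; higher means lower luciferase signal from less NR2E3 corepressor binding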
# Target sequence (Q9Y5X4 whole entry, looked up, the tested form may be a part): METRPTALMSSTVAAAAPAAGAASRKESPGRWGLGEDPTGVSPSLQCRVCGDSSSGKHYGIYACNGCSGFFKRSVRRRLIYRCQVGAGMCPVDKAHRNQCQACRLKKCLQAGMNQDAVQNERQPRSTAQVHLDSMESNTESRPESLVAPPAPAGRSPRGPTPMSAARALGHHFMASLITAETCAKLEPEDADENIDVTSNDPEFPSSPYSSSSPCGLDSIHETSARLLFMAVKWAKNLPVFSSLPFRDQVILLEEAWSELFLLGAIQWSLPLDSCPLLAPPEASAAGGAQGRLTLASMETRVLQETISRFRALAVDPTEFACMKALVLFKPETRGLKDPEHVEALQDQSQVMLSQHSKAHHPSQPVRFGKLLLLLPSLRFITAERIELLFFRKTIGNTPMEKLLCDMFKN
# MITF TRPM1 inh: inhibitors of MITF-dependent TRPM1 promoter reporter, primary screen, cell-based, SK-MEL-5, single point, luciferase; SK-MEL-5 TRPM1 promoter luciferase, 24 h; inhibition, % at 12.5 µM; actives 0.83% (n = 330,000);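 active = mean inhibition across replicates of 60% or more, whatever share of single replicates reaches that level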; also: values of inactives mirror those of a sister screen read the other way
# TWEAK Fn14 block: inhibitors of TWEAK-Fn14 signaling, primary screen, luciferase reporter cells, uHTS; TWEAK-stimulated Fn14 reporter cells, luciferase luminescence, 8 h; inhibition, % at 10 µM; actives 2% (n = 360,000); AID 1159606, 2016; in the data active = inhibition above about 50%
# NR2E3 ag-2: inhibitors of NR2E3-RetCOR corepressor binding, primary screen, NR2E3 agonist project, biochemical, TR-FRET, GST-NR2E3, biotin-RetCOR | AID 2300, 2010 | 1536-well | actives 0.12% (n = 320,000) | inhibition of corepressor binding, % at 4.78 µM;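 active = percent inhibition above the cutoff of mean plus 3 SD of all tested compounds, set per screening campaign, cut at about 20% in these data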;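 also: 0% = DMSO wells and 100% = biotin wells as full block of FRET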
#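 Material – GST-tagged NR2E3 plus biotinylated RetCOR corepressor · Quantity – NR2E3 fusion 1.35 nM · Times – 5 h incubation at 4 °C · Medium – pH 7.5 Tris-based buffer · Technique – TR-FRET, Eu(K)-anti-GST donor, streptavidin-D2 acceptor, ex 340, em 617/671 nm · Benchmarks – high control biotin, low control 0.6% DMSO · Format – 1536-well plates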
# HIF-2a inh: HIF-2a reporter inhibitors, primary screen, luminescence, 786-0 RCC cells; AID 624352, 2012; 786-0 RCC cells HIF-2a reporter, luciferase luminescence, overnight; actives 0.72% (n = 360,000); inhibition, % at 18.8 µM;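 active = inhibition of the luminescence signal of 40% or more relative to plate controls, in a single-dose primary screen at 18.75 µM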
# The depositor's hits bear a star; . = no result given.
SMILES,Peg3 promoter,KKLEB cytotox,hiPSC survival,Shn3 3UTR inh,aDG glyco act,CF NFkB inh,NR2E3 ag-1,MITF TRPM1 inh,TWEAK Fn14 block,NR2E3 ag-2,HIF-2a inh
CNc1ccc([N+](=O)[O-])cc1-c1nc2ccccc2[nH]c1=O,-7,-3,-0.5,74,-0.1,-120,6,14,-24,7,12
C[C@H](NC(=O)c1ccccc1Cl)C(=O)OCCOc1cccc(Cl)c1,-57,6,0.1,5,-0.9,-10,11,-2,-20,-2,-4
CCCC(=O)Nc1ccc2c(c1)COC2=O,13,15,0.2,4,0.0,-12,-5,-7,-3,2,7
CC(=O)N1CCN(c2ccc(S(=O)(=O)NCCN(C(C)C)C(C)C)cc2[N+](=O)[O-])CC1,1,11,-0.1,8,-0.2,-1,20,-5,-2,1,17
Cc1ccc(-c2nc(CSCC(=O)NCC3CCCO3)c(C)o2)cc1 (centres undefined),-20,0,1.1,-9,0.2,-10,49,5,17,1,-32
Cn1c2ccccc2c2nnc(SCC(=O)NC3CCCC3)nc21,-9,1,-0.2,13,0.0,-5,15,-2,23,11,-11
Cc1c(OCC(F)(F)F)ccnc1CSc1nc2ccccc2[nH]1,-299,-7,-0.9,-41,0.5,-1,-78,-53,-16,3,-258
O=C(Cn1cnc2ccccc21)Nc1ccc(C(=O)O)cc1,10,5,0.3,2,-0.3,2,10,2,5,3,1
CCOC(=O)c1ccccc1NC(=O)CSc1nccn1C,6,2,3.6,-3,-0.2,-16,-5,6,-34,-1,4
CC1CCN(C(=O)COC(=O)C2CCN(S(=O)(=O)c3ccc4c(c3)OCCO4)CC2)CC1,-21,0,-0.4,6,0.1,18,13,-12,4,-4,3
COc1cc(C(c2c(C)[nH][nH]c2=O)c2c(C)[nH][nH]c2=O)ccc1OC(C)C,13,-1,1.1,-2,0.0,-23,8,4,3,3,14
O=C(Cc1cccs1)N1CCN(c2cccc(Cl)c2)CC1,15,2,4.8,8,0.7,14,-13,-3,-2,2,-7
C=CC[n+]1c(-c2ccc(OCC)cc2)csc1NNC(=O)Nc1ccccc1,2,14,2.8,88*,1.9,-19,-27,0,3,2,-39
O=C(O)CCC(=O)NNc1ncnc2ccccc12,9,0,0.2,-17,-0.4,10,-12,3,-3,4,5
S=C(NCC1CCCO1)Nc1cccc(Cl)c1 (centres undefined),3,-1,-0.3,5,-0.1,6,-4,-15,1,-5,-9
COc1ccc(NC(=O)C2c3cc(OC)c(OC)cc3C(=O)N(C)C2c2cccnc2)cc1OC (centres undefined),5,-2,2.5,-2,-0.3,4,5,-1,-7,-1,4
CCOC(=O)[C@@H]1[C@H]2COc3cc(OC)ccc3[C@H]2N2C(=O)N(c3cccc(F)c3)C(=O)[C@]12C,13,5,-0.5,2,0.0,-1,-4,-3,-6,.,6
COc1ccc(OC)c(-c2nnc(SCC(=O)N3CCOCC3)o2)c1,-1,9,0.7,11,-0.1,0,1,-16,0,-1,16
CNC(=S)NNC(=O)c1oc2nc(-c3ccccc3)cc(-c3ccco3)c2c1N,0,8,-0.9,4,1.6,-30,-4,4,-3,3,-7
CCCCCCN1CCN(C2CN(Cc3ccc(F)cc3)S(=O)(=O)C2)CC1 (centres undefined),5,5,0.9,26,-0.1,-18,18,.,3,.,-12

# Given with bars between the fields: two of the compounds above.
Structure | Peg3 promoter | KKLEB cytotox | hiPSC survival | Shn3 3UTR inh | aDG glyco act | CF NFkB inh | NR2E3 ag-1 | MITF TRPM1 inh | TWEAK Fn14 block | NR2E3 ag-2 | HIF-2a inh
C=CC[n+]1c(-c2ccc(OCC)cc2)csc1NNC(=O)Nc1ccccc1 | 2 | 14 | 2.8 | 88* | 1.9 | -19 | -27 | 0 | 3 | 2 | -39
O=C(O)CCC(=O)NNc1ncnc2ccccc12 | 9 | 0 | 0.2 | -17 | -0.4 | 10 | -12 | 3 | -3 | 4 | 5

# (cont.)
SMILES,Peg3 promoter,KKLEB cytotox,hiPSC survival,Shn3 3UTR inh,aDG glyco act,CF NFkB inh,NR2E3 ag-1,MITF TRPM1 inh,TWEAK Fn14 block,NR2E3 ag-2,HIF-2a inh
O=C(CCSc1nc(-c2ccc3c(c2)OCO3)cc(C(F)(F)F)n1)NCc1ccco1,24,3,1.9,-9,0.0,26,6,.,8,1,1
COCCN(Cc1ccccc1)C(=O)c1cccc(S(=O)(=O)N2CCN(c3ccc(F)cc3)CC2)c1,7,0,0.6,24,0.1,15,8,7,1,-1,10
Cc1sc2nc(CSc3ccccc3)nc(N3CCC(C(N)=O)CC3)c2c1C,14,-9,-1.1,14,-0.5,-5,-23,-6,17,-1,-1
CC(C)N1C(=O)S/C(=C/c2ccccc2OCc2ccc(C(=O)O)cc2)C1=O,1,16,7.3,-19,-0.4,-7,9,4,-42,0,-12
Cc1ccc(S(=O)(=O)NCCC(=O)NNC(=O)COc2ccccc2Cl)cc1C,16,18,-0.4,16,0.1,-14,7,.,12,5,-8
CCOC(=O)NNC(=O)NCCCCCCNC(=O)NNC(=O)OCC,4,12,-0.3,0,0.1,2,-12,14,10,-1,20
CCOc1ccc(C2CC(=O)NC2=O)cc1 (centres undefined),12,4,2.7,24,-0.1,-16,-4,-4,18,-1,10
COc1ccc([C@H]2C[C@@H](n3cc(-c4ccc(F)cc4)nn3)[C@H](O)CN2C(=O)c2cccs2)cc1,12,-3,-1.7,23,-0.1,-27,-3,.,1,.,-1
CC(=O)Nc1cc(-c2ccccc2)cn2c(-c3ccc(F)cc3)cnc12,14,-4,-0.5,-5,-0.1,-10,-32,.,2,.,-4
O=c1[nH]c(CN2CCCC2)nc2sc3c(c12)CCC3,7,3,-0.3,21,0.4,-9,2,3,-13,3,-5
Cc1nn(-c2ccccc2)c2sc(C(=O)N(CC(=O)NC3CCCC3)Cc3ccco3)cc12,42,-8,1.3,13,0.0,20,-8,5,35,.,13
COc1cccc(/C=C/C(=O)NCc2cn3cc(Cl)ccc3n2)c1,-7,-6,-0.3,-49,-0.1,-4,2,8,-6,1,-9
CCN1C(=O)C(CC(=O)NC2CCCCC2)N(CC)C1=O (centres undefined),-3,4,1.9,0,-0.1,-3,-1,-2,-6,-4,7
Cc1c(C(=O)O)cccc1-n1c(C)cc(/C=N/NC(=O)c2cc3ccccc3o2)c1C,-11,4,-1.7,-9,-0.1,-4,-25,2,-10,2,-11
Cn1cnnc1Sc1cc(N2CCN(S(=O)(=O)c3ccccc3)CC2)ccc1[N+](=O)[O-],21,-15,1.8,-3,0.0,-17,-1,1,-3,8,27
CNc1nc(-c2ccccc2)nc(-c2ccc(OC)cc2)c1C#N,4,4,3.5,1,0.3,-3,-5,2,-2,3,6
CN1CCN(C(=O)c2ccccc2NC(=O)COc2ccccc2Cl)CC1,-25,-12,0.5,-9,-0.3,28,13,11,7,2,-32
COc1ccc(-c2c(N)cnc(C(=O)O)c2C)c(OCc2ccccc2)c1OC,6,14,-0.3,-6,0.5,14,13,.,-11,.,19
CC#CC(=O)N1CCCC(Cc2cccc(OC)c2)(C(=O)OCC)C1 (centres undefined),-151,-2,0.1,-68,0.1,-3,-113,-51,13,3,-209
Cn1c(SCC(=O)c2ccc3c(c2)OCO3)nnc1C1COc2ccccc2O1 (centres undefined),1,0,1.4,12,0.5,-4,-4,10,5,1,1
COc1ccc(Cc2nnc(NC(=O)c3ccccc3F)s2)cc1,-22,-8,-0.2,-16,-0.2,1,-43,-26,-9,.,-87
O=C(OCc1nnc(-c2ccccc2)o1)c1cc([N+](=O)[O-])ccc1Cl,4,2,1.3,4,0.1,-10,36,10,-25,1,7
COc1ccc(-c2c(C(=O)c3ccccc3)[nH]c(N)c2C(=O)c2ccc(Br)cc2)cc1OC,.,.,-1.5,.,-0.4,.,10,.,15,.,2
CC(OC(=O)CCCc1nc2ccccc2s1)C(=O)NC(N)=O (centres undefined),-5,12,-0.5,3,0.1,-15,-2,15,18,3,8
CCc1ccc(N2CC(C(=O)Nc3nccs3)CC2=O)cc1 (centres undefined),5,3,1.1,1,0.8,-2,-8,10,8,7,-2
COc1cc(OC)cc(C(=O)NCc2ccc3c(c2)OCO3)c1,13,-22,1.1,-38,0.0,17,2,6,14,0,13
O=C1c2ccccc2C(=O)C1c1ccnc2ccccc12,83*,-70*,-6.0,43,0.6,-134,-138,36,100*,1,24
COc1ccc(-c2c(C)nc3c(-c4ccccn4)cnn3c2N)cc1,-154,-12,-0.7,11,1.9,-6,-124,.,56*,.,-219
COc1ccc(-c2ccc3c(N)c(C(=O)c4ccc(OC)c(OC)c4)sc3n2)cc1,-48,-12,0.3,16,0.1,14,-66,17,24,2,-94
CN1N=C(C(C)(C)C)CSC1=Nc1ccccc1,-14,-6,0.0,-2,0.0,12,-51,-4,-17,0,-3
O=C(N/N=C/c1cccs1)c1cccc(S(=O)(=O)Nc2ccc(Cl)cc2)c1,13,4,0.7,3,0.3,-4,-24,-4,-12,2,4
COc1cc(/C=N/Nc2nc(Nc3ccccc3)nc(N3CCOCC3)n2)ccc1OC(=O)c1ccco1,-46,-15,-5.4,36,-0.5,11,22,-55,-38,1,-90
COc1ccc(CC(=O)Nc2ccc(F)c(F)c2F)cc1S(=O)(=O)N1CCOCC1,3,1,-4.8,-15,0.1,0,-22,-3,8,-1,-5
Cc1c(OCC(=O)N2CCC(C(=O)O)CC2)ccc2c3c(c(=O)oc12)CCC3,0,6,1.5,5,-0.3,-3,-7,17,-6,0,-9
OCCNC(=S)Nc1cccc(Cl)c1Cl,-4,5,0.2,-11,-0.1,-4,19,-6,-8,-4,22
COc1cc(/C=C2\SC(=S)N(CCC(=O)N3CCCCC3)C2=O)cc(OC)c1OC,68*,1,-0.7,-10,0.2,26,5,13,34,4,22
Cc1csc(NC(=O)Nc2ccc(Cl)cc2)n1,-189,-5,-2.5,-55,0.7,-9,-96,-67,-10,5,-246
N#Cc1ccc(C(=O)NC2CCCCCCC2)cc1,-251,-5,0.1,-55,-0.1,-4,-117,-106,-16,1,-193
O=C1CCC(=O)N1CNc1cccnc1,6,0,-0.5,-1,-0.1,-2,-10,-4,7,-2,20
COc1cccc(OC)c1C(=O)Nn1c(-c2cccc(C)c2)nc2ccccc2c1=O,21,6,-0.7,1,0.4,-8,2,-6,1,3,16
CC(N=C1CC(C)(C)CC(=O)/C1=C(/O)CCCN1C(=O)c2ccccc2C1=O)C(=O)O (centres undefined),3,11,0.4,15,0.0,-2,-8,-3,1,3,10

# Compound activity deposited in PubChem BioAssay by several laboratories.
